Bioassay records as filed in PubChem BioAssay.
L3MBTL1 block: L3MBTL1 (human) inhibition. AID 485360. 0.66% of 230,000 active. Potency, µM (top dose mostly 57.1 µM), without a hit: at the top dose activity, negative = inhibition, usual class: inhibitors. AlphaScreen L3MBTL1–H3K9me1 peptide binding. Q9Y468; further: nearly all actives have a fitted effect of over 60% in size
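First, the protein-peptide complex forms for 30 min at room temperature (L3MBTL1 50 nM, biotinylated H3K9me1 peptide 75 nM). Next, compounds are pin-transferred and incubated 30 min. Finally, AlphaScreen beads are added and read after 30 min.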
aGlu spleen mod: inhibits or activates alpha-glucosidase in human spleen homogenate | human spleen homogenate, 4-MU-alpha-glucoside fluorescence | Potency, µM (top dose mostly 79.9 µM), without a hit: at the highest dose activity change, negative = inhibition, hits mostly inhibitors | 0.006% of 240,000 active | AID 2112;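 further: 0% = enzyme with vehicle and -100% = no enzyme basal signal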
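Compounds were titrated against alpha-glucosidase in spleen homogenate at pH 5.0, with 1 mM 4-methylumbelliferyl substrate for 40 min at 37 C. Reactions were quenched with pH 10 NaOH/glycine and fluorescence measured.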
RECQ1 helicase: RECQ1 (human) helicase inhibition; P46063; RECQ1 DNA unwinding, red fluorescence kinetic read; Potency, µM (doses to about 57.3 µM), for inactives: at the highest dose activity, negative = inhibition, actives largely listed as inhibitors; 0.54% of 240,000 active;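 further: plate controls were vehicle for no effect and no enzyme for full effect; nearly all actives have a fitted effect of over 30% in size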
Target sequence (P46063 whole entry, looked up): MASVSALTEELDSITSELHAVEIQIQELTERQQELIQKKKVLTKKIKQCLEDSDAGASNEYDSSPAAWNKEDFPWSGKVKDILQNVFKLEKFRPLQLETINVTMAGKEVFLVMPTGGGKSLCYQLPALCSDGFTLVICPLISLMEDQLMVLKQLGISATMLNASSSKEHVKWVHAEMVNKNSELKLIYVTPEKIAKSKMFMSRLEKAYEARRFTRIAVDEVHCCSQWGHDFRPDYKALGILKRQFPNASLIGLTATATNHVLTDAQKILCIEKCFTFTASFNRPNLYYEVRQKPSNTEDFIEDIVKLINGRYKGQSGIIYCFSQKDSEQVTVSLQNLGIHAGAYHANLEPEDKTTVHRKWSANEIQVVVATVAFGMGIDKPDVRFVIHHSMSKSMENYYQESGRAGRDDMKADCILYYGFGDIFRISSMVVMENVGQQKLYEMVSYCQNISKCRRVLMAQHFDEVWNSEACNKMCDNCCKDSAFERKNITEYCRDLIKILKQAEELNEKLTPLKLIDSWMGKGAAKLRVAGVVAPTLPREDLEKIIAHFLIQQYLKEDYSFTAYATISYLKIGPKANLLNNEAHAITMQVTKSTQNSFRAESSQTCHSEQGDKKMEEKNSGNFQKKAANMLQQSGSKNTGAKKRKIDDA
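50 nM RECQ1T1 preincubated 15 min with compound in Tris pH 8.0 buffer with MgCl2, DTT, Tween-20 and 2.5 ug/ml poly(dI-dC); started with 200 nM TAMRA/BHQ-2 forked duplex and 2 mM ATP. Unwinding read as fluorescence (525/598 nm), two reads 2 h apart.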
TexasRed fluor: alters Texas Red total fluorescence, flagging assay interference; TRb/SRC2 Texas Red total fluorescence interference; Potency, µM (highest dose often 106 µM), without a hit: at the top dose fluorescence change, negative = quenching; 0.29% of 280,000 active; active means well fitted curve in either direction with a large enough effect; inconclusive means small, poorly fitted or top-dose-only effect
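Human TRb ligand-binding domain at 0.6 uM with 20 nM Texas Red SRC2 peptide in Tris buffer containing 1 uM T3 and 5% DMSO, incubated with compound 5 h at ambient temperature. Total fluorescence (555/632 nm) calculated as parallel + 2 × perpendicular.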
GAA inh: alpha-glucosidase (human) inhibition; P10253; purified human GAA, 4-MU-alpha-glucoside fluorescence; Potency, µM (series often up to 76.9 µM), inactives show at the highest dose activity change, negative = inhibition, usual class: inhibitors; 0.005% of 200,000 active; AID 1466;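 further: plate controls were uninhibited enzyme wells for no effect and no-enzyme background for full effect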
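Read-out is 4-methylumbelliferone fluorescence (Ex 365/Em 440 nm) after NaOH/glycine stop at pH 10. Enzyme 4 nM, substrate 400 uM, pH 5.0 citrate buffer, 20 min room temperature; AC50 from Hill-equation concentration-response.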
RGS12 GoLoco inh: blocks human Gai1 binding to RGS12 GoLoco peptide, red readout | P63096 | Gai1:RGS12 GoLoco peptide FP, rhodamine, 10 min | Potency, µM (doses to about 61.6 µM), inactives show at the top dose activity, negative = inhibition, most hits filed as inhibitors | 0.44% of 230,000 active | AID 880; active means well fitted inhibition curve with a large enough effect, not every such curve was filed as active; inactive means no such curve, though single readings can be large or run the other way; further: nearly all actives have a fitted effect of over 30% in size; many of its hits are not listed in these tables
Target sequence (P63096 whole entry, looked up): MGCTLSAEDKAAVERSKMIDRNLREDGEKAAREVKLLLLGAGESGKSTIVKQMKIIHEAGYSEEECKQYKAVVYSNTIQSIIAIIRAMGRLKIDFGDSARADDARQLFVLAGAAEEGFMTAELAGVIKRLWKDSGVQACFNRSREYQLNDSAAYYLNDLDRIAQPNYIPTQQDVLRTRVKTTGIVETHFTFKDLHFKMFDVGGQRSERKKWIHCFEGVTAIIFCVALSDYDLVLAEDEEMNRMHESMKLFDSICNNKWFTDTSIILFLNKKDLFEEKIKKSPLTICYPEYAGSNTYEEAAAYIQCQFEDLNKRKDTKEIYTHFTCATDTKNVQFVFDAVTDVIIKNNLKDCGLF
GAA glycogen mod: GAA glycogen-cleavage inhibition or activation | P10253 | recombinant GAA, glycogen substrate, Amplex Red glucose oxidase fluorescence | Potency, µM (series often up to 76.4 µM), inactives show top-dose activity change, negative = inhibition, actives largely listed as inhibitors | 0.38% of 300,000 active;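 further: 0% = full enzyme reaction and -100% = no-enzyme basal signal; the screen sought inhibitors and activators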
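Natural-substrate format: glycogen cleavage by 4 nM human enzyme, glucose read by Amplex Red coupling (Ex 573, Em 610 nm). Normalized to enzyme and no-enzyme controls.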
TRb SRC2 PPI: disrupts binding of human TR beta to SRC2 | 0.065% of 280,000 active | P10828 | AID 1469 | TRbeta-SRC2 peptide binding, fluorescence polarization; receptor liganded with 1 µM T3 | Potency, µM (series often up to 106 µM), inactives show at the top dose activity change, negative = inhibition, actives largely listed as inhibitors;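 further: plate controls were bound peptide for no effect and peptide without receptor for full effect; nearly all actives have a fitted effect of over 50% in size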
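Each compound concentration gave % activity, normalized to unbound and bound Texas Red SRC2 controls, from polarization read after 5 hr ambient incubation with T3-loaded human TRb LBD.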
* = called active by the depositor; i = inactive; ? = inconclusive; · = not tested or not shown; & = joins results of further samples; [ ] = dose if it differs, or a comment. Unless noted, the call rests on the fitted dose curve; in most records, active means well fitted curve in the direction sought with a large enough effect; inconclusive means small, poorly fitted or top-dose-only effect, or another doubt; inactive means no such curve, though single readings can be large; an effect the other way counts as inactive or inconclusive. Unless noted, on the % scale 0 is the no-effect control and ±100 the full control effect; potency means the concentration at half of the fitted maximal effect. These rows are one share of the data; the hit share may differ from the screen's.

SMILES	L3MBTL1 block	aGlu spleen mod	RECQ1 helicase	TexasRed fluor	GAA inh	RGS12 GoLoco inh	GAA glycogen mod	TRb SRC2 PPI
O=c1[nH]c(=S)n(C2CC2)c(O)c1C=NCC1CCCO1 (configuration not stated)	-1.5%	-1.8%	-9.9%	-0.6%	·	7.2%	4.8%	5.4%
Cn1c(O)c(C(=O)c2ccccc2)c(=O)n(C)c1=O	-6.2%	1.6%	-5.2%	0.8%	0.8%	3.9%	-6.3%	3.3%
CC(C)(COCC1CO1)COCC1CO1 (configuration not stated)	·	-3.2%	21.9%	-2.2%	·	-2.1%	·	-0.7%
CCOC(=O)C1=C(C)OC(N)=C(C(=O)OC)C12C(=O)Nc1ccc(Br)cc12 (configuration not stated)	-2.2%	0.1%	-1.7%	-0.8%	-1.2%	1.3%	2.7%	5.6%
COc1ccc(/C=C/C2=CCN(C)CC2)cc1	-7.0%	2.3%	-1.6%	-0.3%	14.5%	12.0%	-3.4%	-0.3%
c1ccc(Nc2ccc3ccccc3c2)cc1	·	-2.1%	-9.6%	-4.8%[201 µM]	·	-3.6%	·	1.2%[201 µM]
Cc1ccnc(-n2c(C)cc(C=C3C(=O)N(C)C(=S)N(C)C3=O)c2C)c1	-6.2%	-1.5%	39.8µM*	19.6%	-6.2%	112.4%[activator]	-3.3%	-6.3%
CCOC(=O)C1C(=O)NC2(C)CC1c1cc(OC)ccc1O2 (configuration not stated)	9.5%	-7.2%	i	1.6%	3.6%	-6.5%	10.1%	7.3%
CN1Cc2c(ccc3c2OCO3)[C@@H]2[C@@H](O)Cc3cc4c(cc3[C@@H]21)OCO4	·	0.4%[29.1 µM]	-7.6%[25.9 µM]	-1.7%[53 µM]	·	-2.1%[21.6 µM]	·	1.2%[53 µM]
CCC1(c2ccccc2)CCC(=O)NC1=O (configuration not stated)	·	6.0%	-1.5%	1.6%	·	2.2%	·	-3.6%
O=C1C2CCCN2C(c2cccnc2)N1c1nccs1 (configuration not stated)	4.2%	-8.7%	-0.1%	-2.0%	-2.2%	·	-10.6%	2.5%
CN(C)C(=O)Oc1ccnc2cc(Cl)ccc12	-1.6%	1.1%	-4.7%	-0.2%	-6.8%	11.1%	12.2%	-4.4%

Two of these compounds in another layout.
smiles,L3MBTL1 block,aGlu spleen mod,RECQ1 helicase,TexasRed fluor,GAA inh,RGS12 GoLoco inh,GAA glycogen mod,TRb SRC2 PPI
COc1ccc(/C=C/C2=CCN(C)CC2)cc1,-7.0%,2.3%,-1.6%,-0.3%,14.5%,12.0%,-3.4%,-0.3%
c1ccc(Nc2ccc3ccccc3c2)cc1,·,-2.1%,-9.6%,-4.8%[201 µM],·,-3.6%,·,1.2%[201 µM]

Full records, quoted from the list. Order of screens: L3MBTL1 block	aGlu spleen mod	RECQ1 helicase	TexasRed fluor	GAA inh	RGS12 GoLoco inh	GAA glycogen mod	TRb SRC2 PPI
Results for CC(C)(COCC1CO1)COCC1CO1 (configuration not stated) = ·	-3.2%	21.9%	-2.2%	·	-2.1%	·	-0.7%
Results for O=C1C2CCCN2C(c2cccnc2)N1c1nccs1 (configuration not stated) = 4.2%	-8.7%	-0.1%	-2.0%	-2.2%	·	-10.6%	2.5%

The listing continues.
SMILES	L3MBTL1 block	aGlu spleen mod	RECQ1 helicase	TexasRed fluor	GAA inh	RGS12 GoLoco inh	GAA glycogen mod	TRb SRC2 PPI
Cc1ccc(O)cc1	·	-1.1%&-5.9%	-13.3%	-0.8%&-2.6%	·	-3.8%&-16.5%	·	-1.5%&3.5%
COc1ccc(/C=C/C(=O)c2c(O)n(CCC3=CCCCC3)c(=O)[nH]c2=O)cc1	8.1%	0.2%	-0.6%	6.9%	-8.7%	19.7%	-3.2%	2.4%
CCC(=O)OC1CCC2C3CCC4=CC(=O)CC[C@@]4(C)C3CC[C@]12C (some centres not stated)	·	4.7%	i	0.0%	·	14.1µM*	·	5.0%
Fc1ccc(Cn2nnnc2C(c2ccc(F)cc2)N2CC=C(c3ccc(F)cc3)CC2)cc1 (configuration not stated)	6.0%	2.4%	-14.7%	0.0%	2.3%	19.1%	-4.6%	4.0%
O=S1(=O)CC2(N3CCOCC3)CCCCCCC21 (configuration not stated)	-0.4%	-5.6%	-11.0%	0.7%	0.8%	1.9%	6.4%	-5.7%
Cc1ccsc1C(=O)C1CCCN(Cc2cnc(N(C)C)s2)C1 (configuration not stated)	-13.1%	-2.3%	14.6%	1.9%	4.7%	-0.5%	5.1%	-2.3%
O=C(Nc1nccs1)c1c(O)c2c(n(Cc3ccco3)c1=O)CCCC2	-0.1%	-0.2%	i	-1.3%	·	-0.7%	6.5%	2.1%
CNC(=O)O/N=C/c1nn(C(=O)C(C)(C)C)cc1Br	6.3%	6.4%	-7.6%	-1.2%	1.1%	1.5%	-8.5%	5.9%
CCNc1ccc(P(=S)(N(C)C)N(C)C)cc1	-5.3%[11.4 µM]	-0.7%	-11.4%	-5.8%	-0.7%	13.4%	0.9%	-2.4%
CN(C)CCN=Cc1c(O)n(Cc2ccco2)c(=O)[nH]c1=O	4.7%	3.1%	-18.8%	3.2%	3.9%	-5.8%	3.3%	-18.8%
O=C1NC(c2cc3ccccc3nc2Cl)Nc2ccccc21 (configuration not stated)	3.0%	7.3%	i	-0.1%	-2.6%	6.5%	-3.1%	0.8%
Nc1ccc2ccccc2c1	·	-5.4%	-3.2%	-2.2%	·	5.2%	·	3.5%

Single values from the entries so far.
Under TRb SRC2 PPI, `Cc1ccc(O)cc1` is listed with -1.5%&3.5%
Under aGlu spleen mod, `Fc1ccc(Cn2nnnc2C(c2ccc(F)cc2)N2CC=C(c3ccc(F)cc3)CC2)cc1` (configuration not stated) is listed with 2.4%

Continuation:
SMILES	L3MBTL1 block	aGlu spleen mod	RECQ1 helicase	TexasRed fluor	GAA inh	RGS12 GoLoco inh	GAA glycogen mod	TRb SRC2 PPI
CN(C/N=C(\N)N[N+](=O)[O-])S(=O)(=O)c1ccccc1	-2.8%	4.6%	-2.7%	-0.5%	1.5%	-20.4%	0.8%	10.5%
CCOC(=O)C(O)(c1ccc(N(CC)C(=O)OC)cc1)C(F)(F)F (configuration not stated)	-1.8%	2.4%	-15.3%	1.3%	-1.3%	-7.9%	-21.3%	-4.8%
O=C(CCl)c1ccccc1	·	-1.0%	-4.3%	0.7%[201 µM]	·	-64.8%	·	-3.8%[201 µM]
O=[N+]([O-])c1ccc(C2C3C(c4ccccc4)=NC4(CCCCC4)N32)cc1 (configuration not stated)	-6.4%	-8.9%	-3.7%	-5.5%	-0.9%	3.1%	-27.3%	1.8%
CCOc1cc(/C=C2\C(=O)NC(=O)N(CCc3ccc(F)cc3)C2=O)ccc1O	·	-5.0%	-0.9%	-5.0%	·	32.7%[activator]	1.2%	-9.8%
COc1cc(/C=C2\C(=O)NC(=O)N(CCc3ccc(F)cc3)C2=O)ccc1O	4.1%	-10.2%	0.2%	0.6%	-7.8%	23.8%	2.3%	-4.5%
C[C@H]1OC[C@@H](C[N+](C)(C)C)O1	7.7%	-2.3%&4.8%	-2.3%	-0.3%&-0.6%	-9.9%[15.4 µM]	3.98µM*	-1.4%	6.8%&-1.1%
Fc1ccccc1CNC1CN2CCC1CC2 (configuration not stated)	6.3%	-0.5%	13.8%	-4.5%	9.1%	8.9%	6.6%	-1.6%
CN1CCN(c2ccc(/C=C3\C(=O)NC(=S)N(c4cccc(Br)c4)C3=O)o2)CC1	-19.7%	-5.0%	14.1µM*	-1.2%	?	271.5%[activator]	9.2%	·
COc1cccc(N2C(=O)NC(=O)/C(=C/c3ccc4c5c(cccc35)CC4)C2=O)c1	-12.5%	-2.8%	-8.5%	0.1%	?	21.6%	-8.9%	-18.7%
c1cc(CCN2CCCC2)ccn1	45.6%[activator]	2.9%	-3.9%	-5.5%	-7.9%	7.08µM*	27.4%	-9.4%
O=CC(Cl)P(=O)(N1CCOCC1)N1CCOCC1 (configuration not stated)	11.0%	3.1%	2.9%	-0.6%	·	1.6%	9.4%	-6.9%
CCCCCn1c(N)c(C(=O)NCCN2CCOCC2)c2nc3ccccc3nc21	40.2%[activator]	22.5%	i	-5.3%	?	16.1%	0.4%	4.2%
CC1(C)CC(=O)C(C=NCCN2CCN(C(=O)Cc3ccccc3)CC2)=C(O)C1	4.9%	1.1%	-1.7%	0.8%	-1.8%	4.4%	8.8%	1.1%
CCCCCCCCCCCC[N+](C)(C)CCOc1ccccc1	·	9.1%	-2.8%	0.9%	·	16.3%	·	-18.5%
CN1C(=O)N(C)C(=O)C(CCc2ccccn2)(CCc2ccccn2)C1=O	36.1%[activator]	-4.3%	-0.3%	-8.8%	-4.1%	-2.1%	9.4%	-1.7%
CCCSC(=O)Cl	·	-9.6%	-15.9%	-1.9%	·	4.8%	·	5.8%
CCOC(=O)c1cc(C)n(CCc2cnc[nH]2)c1C	-15.1%	-3.3%	-3.8%	0.4%	-6.2%	3.0%	-3.9%	1.1%
COc1ccc2c(c1O)[C@]13CCN(C)[C@H](C2)[C@@H]1CCC(=O)C3	-2.5%	-0.2%	-3.8%	-4.5%	·	2.1%	?	4.6%
O=C1C(Cl)=C(N2CCCCCC2)C(=O)N1c1ccccc1	114.9%[activator]	1.5%	-1.6%	2.6%	-4.4%	26.5%	-7.9%	10.4%
C=CC[N+]1(C)CCC23c4c5ccc(O)c4O[C@H]2C(=O)CC[C@@]3(O)C1C5 (some centres not stated)	·	3.7%	6.6%	-1.8%	·	-21.0%	·	4.2%
Oc1ccc2c3c1O[C@H]1c4[nH]c5c(c4C[C@@]4(O)[C@@H](C2)N(CC2CC2)CC[C@]314)C[C@]1(O)[C@H]2Cc3ccc(O)c4c3[C@@]1(CCN2CC1CC1)[C@@H]5O4	·	-0.5%	i	-1.7%	·	-7.6%	·	3.3%
FC(F)(F)c1ccc2c(c1)NP(=S)(N1CCOCC1)c1nccn1-2 (configuration not stated)	-12.3%	0.7%	i	0.8%	4.3%	·	-19.9%	7.6%
CCC(CO)NC(=O)[C@@H]1C=C2c3cccc4[nH]cc(c34)C[C@H]2N(C)C1 (some centres not stated)	·	4.7%	-17.3%	-0.7%	·	-7.7%	·	2.3%
CC1(C)CN=C(Nc2ccccc2C(F)(F)F)S1	-1.2%	0.0%	-3.5%	-0.3%	-1.4%	3.4%	-9.3%	5.6%
Oc1cc(Cl)cc(Cl)c1	·	-3.8%	-4.4%	-0.9%	·	-0.8%	·	7.1%
